Screens: PubChem, several laboratories
ERb SRC1 inh: ER-beta (human) coactivator binding inhibition; Q92731; TR-FRET ER-beta LBD / SRC1-Cy5 peptide binding; receptor agonist-loaded with 1 µM estradiol; inhibition, % at 25.6 µM; hit rate 1.3% among 86,000;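 active means compounds whose percent inhibition of the receptor-coactivator binding signal exceeds about 50% in the single-dose screen, limit read from the data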;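 further: 0% = receptor plus peptide wells without compound and 100% = peptide-only wells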
ERa SRC1 inh: ER-alpha (human) coactivator binding inhibition; P03372; TR-FRET ER-alpha LBD / SRC-1 peptide, estradiol-bound; inhibition, % at 25.6 µM; hit rate 1.7% among 86,000; in the data active means inhibition above about 50%;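 further: 0% = receptor plus peptide control and 100% = peptide only without receptor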
ERa SRC1 pot: ER-alpha (human) coactivator binding potentiation; TR-FRET ERalpha-LBD/SRC-Cy5 coactivator binding, 2 h; 100 = basal binding, no effect; coactivator binding (% of control), % at 25.6 µM; hit rate 1.3% among 86,000; AID 639; in the data active means activity above about 200%;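 further: binding measured in presence of low estradiol as agonist stimulus; 0% = peptide alone without receptor and 100% = receptor with peptide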
Mac1 fbg enh: CD11b/CD18-fibrinogen binding enhancement; P05107+P11215; K562 CD11b/CD18 adhesion to fibrinogen, ATPlite luminescence; activation, % at 10 µM; hit rate 0.07% among 93,000;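 active means 10 µM primary screen giving 50% or more activity, confirmed by 40% or more on retest at that dose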; further: strong numbers were not always called active; reference of the scale not given here
Target sequence (P05107 whole entry, looked up, other chains not shown): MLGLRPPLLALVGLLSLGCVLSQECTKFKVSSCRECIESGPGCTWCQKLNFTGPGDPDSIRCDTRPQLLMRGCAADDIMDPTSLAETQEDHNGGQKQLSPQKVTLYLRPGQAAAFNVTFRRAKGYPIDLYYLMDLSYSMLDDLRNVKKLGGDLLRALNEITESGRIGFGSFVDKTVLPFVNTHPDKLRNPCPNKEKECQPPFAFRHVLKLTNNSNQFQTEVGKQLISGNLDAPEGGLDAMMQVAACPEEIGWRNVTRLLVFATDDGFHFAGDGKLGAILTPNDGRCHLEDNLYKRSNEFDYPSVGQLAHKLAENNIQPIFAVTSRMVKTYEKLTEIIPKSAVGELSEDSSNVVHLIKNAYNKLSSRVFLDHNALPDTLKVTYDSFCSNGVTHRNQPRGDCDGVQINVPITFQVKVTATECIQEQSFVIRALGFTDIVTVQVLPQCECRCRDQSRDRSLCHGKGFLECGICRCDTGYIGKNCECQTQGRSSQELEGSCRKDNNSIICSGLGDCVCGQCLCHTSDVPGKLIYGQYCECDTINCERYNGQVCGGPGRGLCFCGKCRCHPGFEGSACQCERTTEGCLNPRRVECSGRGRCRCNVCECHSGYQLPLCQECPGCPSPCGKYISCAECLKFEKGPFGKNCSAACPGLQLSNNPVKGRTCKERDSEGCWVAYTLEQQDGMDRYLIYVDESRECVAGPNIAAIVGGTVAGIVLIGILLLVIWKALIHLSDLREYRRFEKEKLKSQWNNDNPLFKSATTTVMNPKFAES
Ecoli WT expand: blocks growth of wild type E. coli BW25113; OD600 absorbance; growth inhibition, % at 100 µM; hit rate 0.15% among 98,000;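 active means growth inhibition above about 50% at one test dose, limit read from the data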;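 further: growth measured after 20 h incubation at 37 °C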
CD11b adhes inh: blocks human CD11b/CD18 adhesion to fibrinogen; hit rate 0.54% among 93,000; K562 CD11b/CD18 adhesion to fibrinogen, ATPlite luminescence; Mn2+ added to activate the integrin; P05107+P11215; inhibition, % at 10 µM;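 active means primary inhibition of 50% or more at 10 µM, then 40% or more on retest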; further: some results filed as inactive read as strong as hits
PLAP activator: human PLAP activation; purified PLAP enzyme, luminescent substrate read-out; stronger effect = higher value; activation fold at 20 µM; hit rate 1.2% among 96,000; in the data active means activation fold above about 2
MT1-MMP txn act: activates MT1-MMP transcription; HT1080 MT1-MMP promoter luciferase reporter, luminescence, overnight; stronger effect = higher value; activation factor at 10 µM; hit rate 0.16% among 86,000;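 active means activation factor of at least 2 for MT1-MMP transcription at 10 µM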
FAK blocker: FAK (human) kinase inhibition | inhibition, %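 (tested at 7 µM)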 | hit rate 0.84% among 97,000 | biochemical FAK kinase activity assay | AID 727 | Q05397; in the data active means inhibition above about 19%;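 further: 0% = DMSO and 100% = reference compound high control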
* marks the source's active call; other numbers are inactive results; nt = no result given; [ ] = remark or other dose.

1) Cc1occc1C(=O)NC1CCCCCC1
2) Clc1ccccc1OCCN1CCCCC1
3) COc1ccc(Cl)cc1CSc1n[nH]c(C)n1
4) O=S(=O)(Cc1ccc(Cl)cc1)CC(O)COCc1ccccc1 (stereo unspecified)
5) O=C(COC(=O)c1ccccc1NC(=O)c1ccco1)Nc1ccc2c(c1)OCO2
6) CCN1CCN(CC(=O)Nc2ccc(C)cc2C)C(=O)C1=O
screen / no.,1,2,3,4,5,6
ERb SRC1 inh,11,-10[fluorescence artefact?],-8,14,22,-7
ERa SRC1 inh,5,-9,-7,-2,71*[fluorescence artefact?],-6
ERa SRC1 pot,114,112,109,116,88[fluorescence artefact?],114
Mac1 fbg enh,-3,0,-1,-2,2,3
Ecoli WT expand,10,6,8,-8,-8,7
CD11b adhes inh,-1,-10,-5,-1,-4,-1
PLAP activator,0.9,1.2,nt,0.8,0.9,0.9
MT1-MMP txn act,1.2,1.2,1.1,1.1,1.3,1.1
FAK blocker,72*,-1,-6,-1,4,-4

7) CCn1c2ccccc2c2cc(NC(=O)CSc3nnc(C4CC4)n3Cc3ccco3)ccc21
8) CC1(N2CCOCC2)CC2(O)C(=[N+]1[O-])CCc1nonc12 (stereo unspecified)
9) N#CC1(c2ccccc2)CCCN1C(=O)c1ccc(Br)o1 (stereo unspecified)
10) O=C(Nc1nnc(CCc2ccccc2)s1)C1CCCO1 (stereo unspecified)
11) COC(=O)c1cn(CCOc2ccccc2OC)c2ccccc12
12) Cc1ccc(C(=O)COC(=O)CCc2nc3ccccc3[nH]c2=O)cc1C
screen / no.,7,8,9,10,11,12
ERb SRC1 inh,6,58*,-7,4[fluorescence artefact?],-13,nt
ERa SRC1 inh,7,36,7,4[fluorescence artefact?],-17,nt
ERa SRC1 pot,135,40[fluorescence artefact?],99,75[fluorescence artefact?],98,nt
Mac1 fbg enh,3,0,1,4,nt,2
Ecoli WT expand,2,2,-4,-1,nt,-7
CD11b adhes inh,32,1,14,-34,nt,0
PLAP activator,1.5,1.5,1,1,nt,1.2
MT1-MMP txn act,1.1,1.2,1.1,1.4,1.1,1.1
FAK blocker,4,5,0,-2,8,0

13) COc1ccccc1NC(=O)C1CCCN(S(=O)(=O)c2cnc[nH]2)C1 (stereo unspecified)
14) O=C(O)CCN1CCOCC1
15) COc1ccccc1NC(=O)C1=C(C)NC(=O)NC1c1cccc(OC)c1OC (stereo unspecified)
16) NC(=O)C1(N2CCCCC2)CCN(C(=O)c2ccc(-n3cnnn3)cc2)CC1
17) COc1ccc(NC2SC(=O)N(CC(=O)O)C2=O)cc1 (stereo unspecified)
18) CN(C)CCC=C1c2ccccc2CCc2ccccc21
screen / no.,13,14,15,16,17,18
ERb SRC1 inh,-7,7,-1[fluorescence artefact?],2,-6,-2
ERa SRC1 inh,-5,-4,-1,-6,-5,-1
ERa SRC1 pot,116,102,105,118,112,87
Mac1 fbg enh,-4,2,-3,nt,-1,nt
Ecoli WT expand,0,2,5,7,-4,nt
CD11b adhes inh,-6,-16,38,nt,-13,nt
PLAP activator,1.1,0.9,1.4,1,1,nt
MT1-MMP txn act,1,1,1.2,0.9,1.2,1.2
FAK blocker,-5,-6,-3,1,-4,nt

19) CCCOC(=O)c1ccc(NC(=O)CSC2=Nc3ccccc3C3CC=NN23)cc1 (stereo unspecified)
20) O=C1NC(c2ccccc2)=C(c2nc3ccccc3s2)C(c2ccccc2)N1 (stereo unspecified)
21) CC1C2C(C)N(C)C(=O)N(C)C2N(C)C(=O)N1C (stereo unspecified)
22) CC(=O)Nc1cccc(NC(=O)CCc2ccccc2)c1
23) COc1ccc(C(C(=O)NC2CCCC2)N(C(=O)c2ccco2)c2ccc3c(c2)OCO3)cc1OC (stereo unspecified)
24) N#Cc1cc2c(nc1SCc1cccc(Cl)c1)CCCCC2
screen / no.,19,20,21,22,23,24
ERb SRC1 inh,nt,nt,-1,-5,57*,-4
ERa SRC1 inh,nt,nt,-2[fluorescence artefact?],9,-27,-6
ERa SRC1 pot,nt,nt,109,101,85[fluorescence artefact?],92
Mac1 fbg enh,0,0,-3,1,-6,nt
Ecoli WT expand,5,-13,3,7,-11,-3
CD11b adhes inh,-3,-6,-1,-6,17,nt
PLAP activator,1.5,1.2,1.1,0.9,1.4,0.9
MT1-MMP txn act,nt,nt,1.1,1.2,1.1,1.1
FAK blocker,3,3,0,1,3,-1

25) CC1CCc2sc(C(=O)Nc3nnc(SCc4ccc(F)cc4)s3)cc2C1 (stereo unspecified)
26) Cn1nc(C(F)(F)F)c(/C=N/OC(=O)c2ccccc2)c1Sc1ccc(Cl)cc1
27) Cc1ccc(Cl)cc1N1CCN(C(=O)Cc2cn(C)c3ccccc23)CC1
28) COc1ccc(N2CCN(C(=O)c3ccc(S(=O)(=O)N4CCOCC4)cc3)CC2)cc1
29) O=C(c1ccc(Cl)cc1)N1CCC(O)(CSc2ccccc2)CC1
30) COc1ccccc1-c1coc2cc(O)cc(O)c2c1=O
screen / no.,25,26,27,28,29,30
ERb SRC1 inh,5[fluorescence artefact?],33,-2,-8[fluorescence artefact?],nt,4
ERa SRC1 inh,6[fluorescence artefact?],13,-4[fluorescence artefact?],-1[fluorescence artefact?],nt,-1
ERa SRC1 pot,156[fluorescence artefact?],96,102,103,nt,122
Mac1 fbg enh,-3,7,1,-8,0,-4
Ecoli WT expand,-10,-5,-11,0,3,10
CD11b adhes inh,1,16,10,-12,-12,7
PLAP activator,1.1,0.8,2*,1,1.2,0.9
MT1-MMP txn act,1.3,nt,1,1,nt,1.4
FAK blocker,-3,1,1,0,0,4

31) COc1ccc(NC(=O)CC2SC(=Nc3ccccc3)NC2=O)cc1 (stereo unspecified)
32) Cc1ccc(-n2nc(C)c3c2OC(N)=C(C#N)C3c2ccc(F)cc2)cc1 (stereo unspecified)
33) CCCCOc1ccc(S(=O)(=O)n2c(C)nc3ccccc32)cc1
34) COc1ccc(-c2nnc3ccc(SC)nn23)cc1
35) CCOc1ccc2nc(SCC#N)c(C#N)cc2c1
36) O=C(Nc1cccc(C(F)(F)F)c1)C12CC3CC(CC(C3)C1)C2
screen / no.,31,32,33,34,35,36
ERb SRC1 inh,nt,-2[fluorescence artefact?],-6,-5,12[fluorescence artefact?],-10[fluorescence artefact?]
ERa SRC1 inh,nt,-2,-7,0[fluorescence artefact?],12[fluorescence artefact?],-12
ERa SRC1 pot,nt,128,86,101,252*,100
Mac1 fbg enh,1,3,-10,2,-4,nt
Ecoli WT expand,-4,1,5,7,-3,nt
CD11b adhes inh,2,-24,98,-14,-18,nt
PLAP activator,1.1,0.9,1.1,1.1,1.2,nt
MT1-MMP txn act,nt,1.1,1.1,1.1,1.1,1.2
FAK blocker,2,2,-2,2,20*,1

37) Fc1ccccc1OCCCN1CCOCC1
38) NC(=O)c1cccc2c3c([nH]c12)CCCC3
39) CCOC(=O)c1oc2ccccc2c1CN1CCN(C(=O)c2ccccc2)CC1
40) Cc1cc2c(cc1C)N(C(=O)CN1C(=O)c3ccccc3C1=O)C(C)(C)c1ssc(=S)c1-2
41) COc1ccc(OC)c(C(c2nnnn2C2CCCC2)N2CCN(c3ccc(F)cc3)CC2)c1 (stereo unspecified)
42) O=C(O)CCCSCC(=O)Nc1ccccc1
screen / no.,37,38,39,40,41,42
ERb SRC1 inh,20,6[fluorescence artefact?],-12[fluorescence artefact?],nt,-4,-3[fluorescence artefact?]
ERa SRC1 inh,10,4[fluorescence artefact?],-8,nt,-2,6
ERa SRC1 pot,97,97,109,nt,100,107[fluorescence artefact?]
Mac1 fbg enh,3,-2,2,7,6,-3
Ecoli WT expand,-1,8,2,-26,-18,-8
CD11b adhes inh,-3,1,-3,-12,-14,8
PLAP activator,1,0.9,1.4,0.9,1.6,1
MT1-MMP txn act,1.1,0.9,1.1,nt,1.1,1.2
FAK blocker,6,8,nt,-1,-2,-1

43) Cc1cc(N2CCN(C(=O)c3ccco3)CC2)n2nc(-c3cccc(Cl)c3)cc2n1
44) COc1ccc(C(=O)OCC(=O)NCC2CCCCC2)cc1S(=O)(=O)N1CCCc2ccccc21
45) Cc1ccc2c(c1)N(CC(=O)NCc1cccnc1)C(=O)CO2
46) Cc1nnc(SCC(=O)NCCc2ccccc2)[nH]c1=O
47) CCCCC1CC1C(=O)Nc1ccc(OC)c(OC)c1 (stereo unspecified)
48) CCC(Sc1nc(C)cc(C)n1)C(=O)O (stereo unspecified)
screen / no.,43,44,45,46,47,48
ERb SRC1 inh,57*[fluorescence artefact?],0,1,3,12,6
ERa SRC1 inh,29[fluorescence artefact?],16,-5,-4,-13,-23
ERa SRC1 pot,107[fluorescence artefact?],98,104,121,105,90[fluorescence artefact?]
Mac1 fbg enh,20,-3,nt,nt,1,3
Ecoli WT expand,-13,-13,nt,nt,-1,-7
CD11b adhes inh,16,-4,nt,nt,1,-2
PLAP activator,1.6,1,nt,nt,1.2,0.9
MT1-MMP txn act,0.9,1.1,1.2,1.1,1.2,1
FAK blocker,nt,0,-2,-4,nt,-11

Whole records, quoted from the list.
Record of Cc1ccc2c(c1)N(CC(=O)NCc1cccnc1)C(=O)CO2 → ERb SRC1 inh: 1; ERa SRC1 inh: -5; ERa SRC1 pot: 104; Mac1 fbg enh: nt; Ecoli WT expand: nt; CD11b adhes inh: nt; PLAP activator: nt; MT1-MMP txn act: 1.2; FAK blocker: -2
Record of Cc1nnc(SCC(=O)NCCc2ccccc2)[nH]c1=O → ERb SRC1 inh: 3; ERa SRC1 inh: -4; ERa SRC1 pot: 121; Mac1 fbg enh: nt; Ecoli WT expand: nt; CD11b adhes inh: nt; PLAP activator: nt; MT1-MMP txn act: 1.1; FAK blocker: -4

Next section:
49) CCOc1ccc(/C=C/C2=Cc3c(sc(NC(=O)CSc4n[nH]c(N)n4)c3C#N)C(C)(C)C2)cc1
50) Cc1cc(C(=O)CN2C(=O)CCC2=O)c(C)n1Cc1ccccc1
51) CCOC(=O)c1ccc(NC2c3ccccc3C(=O)N2c2ccc(C)cn2)cc1 (stereo unspecified)
52) O=[n+]1c2c(n([O-])c3c1CCC3)CCCC2
53) CC(=O)c1ccc(OCCCC(=O)OCc2nnc(-c3ccc(Cl)cc3)o2)cc1
54) COC(=O)c1ccc(/C=N\n2c(C)nnc2C)cc1
55) O=C1c2ccncc2C(=O)N1CO
56) CCCCC(=O)Nc1ccc2c3c(cccc13)C(=O)N2CC
screen / no.,49,50,51,52,53,54,55,56
ERb SRC1 inh,2,7,-1,22,1,-23,-5,nt
ERa SRC1 inh,4,3,-1,3,-3,-30,-6,nt
ERa SRC1 pot,70[fluorescence artefact?],100[fluorescence artefact?],108,104[fluorescence artefact?],99,111,94,nt
Mac1 fbg enh,nt,-3,-3,-2,1,4,0,-6
Ecoli WT expand,-4,0,-7,-3,-4,-3,1,2
CD11b adhes inh,nt,-4,-16,-12,-4,-43,3,12
PLAP activator,1.3,1.3,0.9,1,1.8,0.8,1,1.1
MT1-MMP txn act,0.9,1.1,nt,1,1.1,1,1.2,nt
FAK blocker,-6,7,-1,7,-4,4,-3,5
